Screening data (PubChem BioAssay)
SENP7 block = SENP7 protease inhibition. AID 434973. 330,000 compounds, 1.5% hits. inhibition, % at 5 µM. Q9BQF6. recombinant SENP7, Z-RLRGG-aminoluciferin luminescence, 40 min;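 active means inhibition above about 50% at the single test dose, limit read from the data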;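 further: plate controls were DMSO with enzyme for no effect and no enzyme buffer wells for full effect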
SENP1 inh = inhibitors of human SENP1 SUMO protease catalytic domain. Q9P0U3. recombinant SENP1 catalytic domain, CyPet-SUMO1-YPet FRET cleavage. inhibition, % at 10 µM. 360,000 compounds, 0.21% hits. AID 624204;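 active means inhibition at least 30% at 10 µM, raw YFP signal under a set limit, fluorescence ratio 0.5 to 1.5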;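 further: 0% = enzyme with DMSO and 100% = no enzyme wells; some results filed as inactive read as strong as hits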
Target sequence (Q9P0U3 419-644 limits assumed): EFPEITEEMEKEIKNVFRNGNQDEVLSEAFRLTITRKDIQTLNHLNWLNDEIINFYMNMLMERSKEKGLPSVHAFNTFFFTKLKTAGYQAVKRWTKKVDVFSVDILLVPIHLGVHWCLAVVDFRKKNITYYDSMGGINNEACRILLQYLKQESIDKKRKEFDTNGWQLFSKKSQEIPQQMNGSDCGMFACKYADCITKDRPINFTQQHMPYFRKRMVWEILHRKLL
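System: Recombinant human SENP1 catalytic domain, His6-tagged | Incubation: Enzyme reaction for 50 min at room temperature, dark | Medium: Tris pH 8 with BME, BSA, NP40 and catalase | Also added: 25 nM SUMO1 FRET substrate | Compound: 10 µM single point, 0.5% DMSO | Measured by: FRET fluorescence in CFP and YFP emission channels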
Apaf-1 inh = human Apaf-1 inhibition. AID 489030. 330,000 compounds, 0.71% hits. reconstituted apoptosome caspase-3 activity, DEVD-Rh110 fluorescence. O14727. inhibition, % at 20 µM; active means inhibition of at least 40% at 20 µM;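 further: plate controls were DMSO wells for no effect and DEVD-CHO caspase inhibitor wells for full effect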
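System – cell-free apoptosome with Apaf-1, procaspase-3 and caspase-9 · Buffer or medium – pH 7.5 Hepes buffer with CHAPS, BSA, DTT · Also added – cytochrome c with DEVD-Rh110 · Times – 30 min compound preincubation, 50 min activation, room temperature · Technique – Rh110 fluorescence intensity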
APOBEC3G inh = blocks human APOBEC3G single-stranded DNA deamination. 330,000 compounds, 0.28% hits. AID 493012. recombinant A3G, ssDNA deamination FAM/TAMRA fluorescence. Q9HC16. inhibition, % at 20 µM;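 active means inhibition of at least 40% at 20 µM, with no more than 30% in the related APOBEC3A deaminase screen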;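 further: plate controls were DMSO wells with A3G for no effect and wells lacking A3G enzyme for full effect; some compounds called inactive have numbers as strong as hits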
Target sequence (Q9HC16 whole entry, looked up): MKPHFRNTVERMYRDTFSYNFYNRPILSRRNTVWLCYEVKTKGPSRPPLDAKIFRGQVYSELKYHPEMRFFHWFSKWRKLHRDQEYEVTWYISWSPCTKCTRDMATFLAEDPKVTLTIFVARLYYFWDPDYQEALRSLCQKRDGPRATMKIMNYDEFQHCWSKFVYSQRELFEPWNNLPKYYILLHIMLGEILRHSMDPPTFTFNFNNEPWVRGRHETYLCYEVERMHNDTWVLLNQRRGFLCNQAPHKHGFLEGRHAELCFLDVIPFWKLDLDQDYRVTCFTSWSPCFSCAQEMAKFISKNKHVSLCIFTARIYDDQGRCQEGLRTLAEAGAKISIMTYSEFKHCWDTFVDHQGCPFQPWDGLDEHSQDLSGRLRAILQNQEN
SENP6 inh = SENP6 protease inhibition | inhibition, % at 10 µM | AID 2599 | Q9GZR1 | Recombinant SENP6 catalytic domain, aminoluciferin luminescence | 330,000 compounds, 1.8% hits;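 active means inhibition above about 50% at the single tested dose, limit read from the data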;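 further: plate controls were DMSO wells with enzyme for no effect and DMSO wells lacking enzyme for full effect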
SENP8 block-1 = SENP8 (human) protease inhibition. Q96LD8. recombinant SENP8, Nedd8 substrate fluorescence. inhibition, % at 20 µM. 360,000 compounds, 0.64% hits. AID 602440; in the data active means inhibition mostly above about 40%, no sharp cut-off; inactive means mostly below about 27%
Target sequence (Q96LD8 whole entry, looked up): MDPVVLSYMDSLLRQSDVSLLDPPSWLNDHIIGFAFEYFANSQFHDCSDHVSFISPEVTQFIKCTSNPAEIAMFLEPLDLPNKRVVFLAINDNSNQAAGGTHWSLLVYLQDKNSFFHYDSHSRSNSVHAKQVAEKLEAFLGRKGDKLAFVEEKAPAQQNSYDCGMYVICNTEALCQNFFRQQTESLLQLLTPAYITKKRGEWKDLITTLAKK
SENP8 block-2 = SENP8 protease inhibition | purified SENP8, Z-RLRGG-aminoluciferin cleavage, luminescence | inhibition, % at 10 µM | 330,000 compounds, 1.2% hits | AID 2540; in the data active means inhibition above about 50%
UBC13 polyUb = blocks human UBC13 polyubiquitin chain formation; P61088; TR-FRET; inhibition, % at 20 µM; 330,000 compounds, 0.47% hits; in the data active means inhibition above about 45%, passing the limit was not always enough
Target sequence (P61088 whole entry, looked up): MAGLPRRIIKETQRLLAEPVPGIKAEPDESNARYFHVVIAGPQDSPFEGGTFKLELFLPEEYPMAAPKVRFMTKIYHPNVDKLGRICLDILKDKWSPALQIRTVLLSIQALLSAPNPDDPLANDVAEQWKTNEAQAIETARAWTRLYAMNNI
* = called active by the depositor; x = no result given.

SMILES	SENP7 block	SENP1 inh	Apaf-1 inh	APOBEC3G inh	SENP6 inh	SENP8 block-1	SENP8 block-2	UBC13 polyUb
O=C(Nc1ccc(NC(=O)C2CCCCC2)nc1)c1ccco1	12	-1	14	5	-11	24	-2	2
O=C(O)C1CCN(c2nc(-c3ccccc3)c3cc(Br)ccc3n2)CC1	-6	-24	19	-6	7	-103	-5	-14
COc1ccc(NC(=O)CC2C(=O)NCCN2C(=O)c2ccc(Cl)cc2)cc1 (stereo not drawn)	1	2	-16	-6	-19	2	6	8
COC(=O)/C=C1\SC(N)=NC1=O	2	1	-13	-5	-6	-1	14	-4
CC(C)CCN1CCN(Cc2cc3ccccc3[nH]2)CC1CCO (stereo not drawn)	-3	-30	4	-5	7	-28	-3	9
CCc1ccccc1OCCOc1ccc(C)cc1OC	4	1	6	6	-3	23	-3	0
O=C(C/C(=N/O)c1ccccc1O)C(F)F	-5	2	-10	-6	-19	30	-2	14
CCOc1ccc(C(=O)Nc2ncccc2Cl)cc1	-2	2	-9	-3	-14	25	-10	10
C=CCN(CC=C)C(=S)NC(=O)/C=C/c1ccc(C)cc1	0	2	5	-1	-16	13	-4	-2
COc1cccc(/C=C2\NC(=O)NC2=O)c1O	2	12	3	-5	-1	-66	-4	-18
C=CCn1c(SCC(=O)N2c3ccccc3Sc3ccccc32)nnc1-c1ccco1	3	2	12	-4	-7	24	-6	4
N#Cc1ccccc1OCC(=O)Nc1c(C(=O)C2CC2)oc2ccccc12	2	-1	24	-1	-7	-38	5	10
Cc1ccc(S(=O)(=O)n2cnc3ccccc32)cc1	8	2	-5	-3	2	5	3	2
CC(Sc1nnc(-c2ccco2)o1)C(=O)NCCC1=CCCCC1 (stereo not drawn)	2	0	-4	2	6	8	1	6
CCN(CC)c1ccc(C(=O)Nc2ccccc2)cc1[N+](=O)[O-]	-2	-3	4	-5	5	19	7	-15
O=C(NCC(c1cccs1)N1CCOCC1)c1ccccc1NS(=O)(=O)c1ccc(Cl)c([N+](=O)[O-])c1 (stereo not drawn)	-9	2	13	-7	-1	14	-7	-13
COc1ccc(CCNC(=O)Oc2ccccc2)cc1OC	-3	1	3	1	-54	16	4	2
O=C(CSc1nn(-c2ccc(F)cc2)c(=S)s1)NCC1CCCO1 (stereo not drawn)	-1	-1	-2	-6	-5	0	-12	-6
COc1ccc(/C=C(/NC(=O)c2ccccc2)C(=O)Nc2cccc(C(=O)O)c2)cc1	2	1	-2	-2	8	-5	8	3
CC(C)C1Oc2ccccc2C(=O)N(CC(=O)c2ccc3c(c2)OCCO3)C1=O (stereo not drawn)	56*	1	12	-6	16	4	-20	-1
CCOC(=O)C1CCN(C(=O)c2cc(S(=O)(=O)N3CCCCCC3)ccc2OC)CC1	-8	1	10	-1	-12	17	-6	-1
COc1cc(C2c3c(n[nH]c3C)C(=O)N2c2ccc(Br)cc2)ccc1O (stereo not drawn)	-6	-27	4	1	-7	-4	-5	12
O=C(NCCc1ccccc1)c1c(F)c(F)c(F)c(F)c1F	-3	0	15	-7	-42	22	-14	-6
Cc1cc(C)c(C)c(OCC(=O)O/N=C(\N)c2cccnc2)c1	4	-1	-7	-4	-15	19	6	3
CCOC(=O)C(C)Oc1ccc(NC(=O)C(Cl)(Cl)Cl)cc1 (stereo not drawn)	-4	0	15	5	-28	21	-11	3
Cc1ccc(OCCn2c(C)nc3ccccc32)cc1	-2	0	4	-4	6	13	10	-6
C/C(=N\NC(=O)CN1CCN(S(=O)(=O)c2ccc(C)cc2)CC1)c1ccncc1	5	3	-8	-4	4	15	0	-2
Cc1nc2sc(C#N)c(N)c2c2c1CCCC2	-7	-5	12	-4	-12	-476	-4	7
Nn1c(SCC(=O)Nc2cccc(S(N)(=O)=O)c2)nnc1C1CC1	-1	2	-3	-2	1	7	2	4
Cc1cc(C(=O)NCCC2=CCCCC2)ccc1[N+](=O)[O-]	-10	3	7	-5	-28	9	-4	-5

An excerpt of these results, in markdown.
| SMILES | SENP7 block | SENP1 inh | Apaf-1 inh | APOBEC3G inh | SENP6 inh | SENP8 block-1 | SENP8 block-2 | UBC13 polyUb |
| --- | --- | --- | --- | --- | --- | --- | --- | --- |
| Cc1cc(C)c(C)c(OCC(=O)O/N=C(\N)c2cccnc2)c1 | 4 | -1 | -7 | -4 | -15 | 19 | 6 | 3 |
| CCOC(=O)C(C)Oc1ccc(NC(=O)C(Cl)(Cl)Cl)cc1 (stereo not drawn) | -4 | 0 | 15 | 5 | -28 | 21 | -11 | 3 |

(next part)
SMILES	SENP7 block	SENP1 inh	Apaf-1 inh	APOBEC3G inh	SENP6 inh	SENP8 block-1	SENP8 block-2	UBC13 polyUb
c1ccc2c(c1)nc(N1CCCCC1)c1ccccc12	-1	2	-3	-7	-7	-218	-2	16
Cc1ccc(N(C)S(=O)(=O)c2ccc3c(c2)NC(=O)C(C)S3)cc1 (stereo not drawn)	-17	6	16	1	-16	6	-1	-9
CCOC(=O)c1cnn(-c2ncnc3c2cnn3Cc2ccccc2)c1N	7	x	5	-4	0	x	-8	-8
Cc1ccccc1-n1c(SCc2c(C)noc2C)nnc1-c1ccncc1	-4	-48	4	0	-7	-15	-12	-1
CCN(CC)CCn1c(=S)[nH]c2ccccc2c1=O	1	2	-6	1	-5	9	4	2
COC(=O)c1noc(-c2ccc(C)cc2)n1	-13	1	-6	-1	-2	18	-26	11
CSCC[C@H](NC(=O)c1cccc([N+](=O)[O-])c1C)c1nc2ccccc2[nH]1	-4	3	12	6	-12	17	-5	-26
Cc1ccc(NC(=O)COc2ccccc2)cc1S(=O)(=O)N1CCCCCC1	10	-1	34	-7	-2	7	-1	-2
Cc1cccc(N2CCN(C(=O)C(Cc3ccccc3)NC(N)=O)CC2)c1C (stereo not drawn)	2	1	5	-1	6	9	8	4
COCCN(C(=O)C(=O)NC1CCCC1)C(C(=O)NC1CCCC1)c1ccccc1F (stereo not drawn)	5	1	-9	-9	-6	10	1	3
COc1cccc(C2c3[nH]c4ccccc4c3C[C@H]3C(=O)N(C4CCN(Cc5ccccc5)CC4)CC(=O)N23)c1 (stereo partly drawn)	-1	-18	8	-6	-48	-1	-6	16
O=S(=O)(Cc1ccccc1Cl)NCCOc1ccccc1	-4	1	-10	-4	3	11	0	2
CCOC(=O)C1=C(COC(=O)CCc2ccc(F)cc2)NC(=O)NC1C (stereo not drawn)	-2	1	4	-4	0	6	5	-3
COc1ccc2oc(C(=O)OCC(=O)/C(C#N)=C(\C)N)c(C)c2c1	-1	-3	-4	-16	-14	-367	-17	6
CCOC(=O)c1c(NC(=O)/C=C/C(=O)O)sc(C)c1-c1ccc(C(C)(C)C)cc1	-2	4	31	-10	-2	-2	2	-24
Cc1ccc(/C(N)=N/OC(=O)Cc2ccccc2)cc1	-7	1	17	-7	10	0	-19	-9
CCN1CCN(c2oc(-c3ccc(OC)cc3)nc2C#N)CC1	-4	1	-5	-6	-11	-263	-6	2
Cc1ccc(C(=O)NC(=S)N2CCCC2)cc1	10	0	0	-1	-7	2	8	4
COC(=O)CSC1=C(C#N)C(c2ccsc2)CC(=O)N1 (stereo not drawn)	2	1	-1	1	2	36	1	-2
COc1ccccc1NS(=O)(=O)c1cc(NC(=O)c2cnccn2)ccc1N1CCOCC1	-9	2	-3	-6	-17	6	-3	-8
CCC(=O)NNC(=O)c1cc(COc2cc(Cl)cc(Cl)c2)on1	12	1	-13	-9	-15	17	-9	15
CN1CCN(S(=O)(=O)c2ccc(NC(=O)COc3ccccc3Cl)cc2)CC1	7	1	10	-1	6	-1	-2	0
O=C(/C=C/c1ccccc1[N+](=O)[O-])Nc1cccc(S(=O)(=O)NC2=NCCCCC2)c1	-16	0	2	-4	-4	11	7	3
COc1ccc(CNc2nc(NCc3ccc(OC)c(OC)c3)n(C(=O)c3cccs3)n2)cc1OC	9	1	6	1	2	3	3	4
CCOc1ccccc1OC(=O)c1cc2ccccc2oc1=O	-4	0	-1	-3	-5	0	-9	-6
O=C(NC1CCC(O)CC1)c1cc(-c2ccco2)nc2ccccc12 (stereo not drawn)	2	1	-3	20	-24	-429	-2	12
CSC1=C(C#N)C(c2ccc(Cl)cc2)C2=C(CC(C)(C)CC2=O)N1 (stereo not drawn)	0	0	-2	-7	9	-69	10	4
CCC(CC)NC(=O)c1cc2c(C)nn(Cc3ccccc3Cl)c2s1	-4	-1	11	-7	9	10	-8	2
CC(=O)NS(=O)(=O)c1ccc(NC(=O)c2ccc3c(c2)OCO3)cc1	4	-2	-6	-5	4	6	-13	7
N#Cc1ccccc1OCC(=O)OCC(=O)NC1CC1	-2	4	12	-9	-17	13	-14	-4
COc1cc(C(=O)NNC(=O)c2cccn2C)cc(OC)c1OC	3	0	-1	-1	3	-9	9	2
CCOC(=O)C(NCc1ccco1)(NC(=O)c1ccccc1)C(F)(F)F (stereo not drawn)	2	0	3	-4	0	25	4	-4
CC(=O)c1cc(C(=O)Nc2ccc(C(=O)O)cc2)oc1C	-3	3	0	-9	-9	11	-7	-3
O=C(Nc1ccccc1N1CCN(C(=O)c2ccccc2)CC1)c1cccc(Cl)c1	2	-2	20	-2	-1	5	1	-9
CCN(CC)c1ccc(Nc2nc(-c3cccnc3)cs2)cc1	11	4	31	-2	62*	16	57*	-9
Cc1c(C(=O)NCc2ccccn2)oc2c(Cl)cccc12	3	-1	-4	-9	-11	5	-8	-5
O=C(O)c1sccc1Oc1ccc(F)cc1[N+](=O)[O-]	-8	1	-1	-1	3	16	10	-1
CCOC(=O)c1ccc(NC(=S)N(CCCN2CCN(C)CC2)Cc2cccs2)cc1	2	1	-6	-8	-5	12	5	12
CS(=O)(=O)N1CCc2cc(C(=O)Nc3ccccc3Cl)ccc21	4	2	-3	-9	13	31	3	-2
O=C(COC(=O)CCCN1C(=O)c2cccc3cccc(c23)C1=O)NC1CCS(=O)(=O)C1 (stereo not drawn)	-2	2	1	-3	-6	-363	-8	3

Laid out differently: results already given
Under each structure – SENP7 block | SENP1 inh | Apaf-1 inh | APOBEC3G inh | SENP6 inh | SENP8 block-1 | SENP8 block-2 | UBC13 polyUb
- CCc1ccccc1OCCOc1ccc(C)cc1OC
 : 4 | 1 | 6 | 6 | -3 | 23 | -3 | 0
- C=CCn1c(SCC(=O)N2c3ccccc3Sc3ccccc32)nnc1-c1ccco1
 : 3 | 2 | 12 | -4 | -7 | 24 | -6 | 4

Additional records
SMILES	SENP7 block	SENP1 inh	Apaf-1 inh	APOBEC3G inh	SENP6 inh	SENP8 block-1	SENP8 block-2	UBC13 polyUb
Cn1nnc2sc3c(c2c1=O)CCCC3	2	-1	1	-2	2	11	-6	1
O=C(Oc1c(CN2CCOCC2)cc(Cl)c2cccnc12)c1ccc(F)cc1	2	1	-3	-8	-3	10	-2	5
CCOc1cc(C2C(C(=O)c3ccccc3)=C(C(=O)OC)Nc3nnnn32)ccc1O (stereo not drawn)	-3	19	-5	-5	6	32	-1	-6
CS(=O)c1ccccc1COC(=O)Nc1cccc(Cl)c1 (stereo not drawn)	-12	-5	5	-2	3	18	-10	6
O=C(CNCc1ccco1)Nc1cccc(S(=O)(=O)N2CCCCC2)c1	-6	-1	11	-6	11	28	-5	-10
COc1cc(S(=O)(=O)N2CCN3CCCC3C2)ccc1-n1cnnn1 (stereo not drawn)	7	-1	-7	-4	-15	8	6	-13
CCOc1cc(CNc2ccc3[nH]c(=O)[nH]c3c2)ccc1OCC(=O)NC(C)(C)C	16	-31	32	2	11	-460	3	-12
O=S(=O)(c1ccc(N2CC=C(c3ccccc3)CC2)nc1)N1CCCC1	-2	-12	12	-7	7	-45	-14	-4

Two entries picked at random from the list so far:
SMILES	SENP7 block	SENP1 inh	Apaf-1 inh	APOBEC3G inh	SENP6 inh	SENP8 block-1	SENP8 block-2	UBC13 polyUb
CCOc1cc(C2C(C(=O)c3ccccc3)=C(C(=O)OC)Nc3nnnn32)ccc1O (stereo not drawn)	-3	19	-5	-5	6	32	-1	-6
CS(=O)c1ccccc1COC(=O)Nc1cccc(Cl)c1 (stereo not drawn)	-12	-5	5	-2	3	18	-10	6
